# Screening data as filed in PubChem.
# SMN2 splice up = enhancers of SMN2 splice variant expression. actives 2.8% (n = 210,000). HEK293 SMN2-luciferase splicing reporter, luminescence, 30-36 h. AID 1458. Potency, µM (doses to about 46.1 µM), for inactives: at the highest dose activity change, positive = activation, hits mostly activators; note: % of control where 0% means no effect; nearly all actives have a fitted effect of over 55% in size
#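 qHTS luciferase splicing reporter: luminescence rises when SMN2 exon 7 is included in transfected HEK293 cells. Compound exposure lasted 30-36 h at 37C, with 4.5 mM final sodium butyrate as control, followed by a ONE-Glo read.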
# RECQ1 inh = blocks DNA unwinding by human RECQ1. P46063. RECQ1 DNA unwinding, red fluorescence kinetic read. Potency, µM (top dose mostly 57.3 µM), for the others: at the highest dose activity, negative = inhibition, hits mostly inhibitors. actives 0.54% (n = 240,000). AID 2549;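 note: plate controls were vehicle for no effect and no enzyme for full effect; nearly all actives have a fitted effect of over 30% in size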
# Target sequence (P46063 whole entry, looked up): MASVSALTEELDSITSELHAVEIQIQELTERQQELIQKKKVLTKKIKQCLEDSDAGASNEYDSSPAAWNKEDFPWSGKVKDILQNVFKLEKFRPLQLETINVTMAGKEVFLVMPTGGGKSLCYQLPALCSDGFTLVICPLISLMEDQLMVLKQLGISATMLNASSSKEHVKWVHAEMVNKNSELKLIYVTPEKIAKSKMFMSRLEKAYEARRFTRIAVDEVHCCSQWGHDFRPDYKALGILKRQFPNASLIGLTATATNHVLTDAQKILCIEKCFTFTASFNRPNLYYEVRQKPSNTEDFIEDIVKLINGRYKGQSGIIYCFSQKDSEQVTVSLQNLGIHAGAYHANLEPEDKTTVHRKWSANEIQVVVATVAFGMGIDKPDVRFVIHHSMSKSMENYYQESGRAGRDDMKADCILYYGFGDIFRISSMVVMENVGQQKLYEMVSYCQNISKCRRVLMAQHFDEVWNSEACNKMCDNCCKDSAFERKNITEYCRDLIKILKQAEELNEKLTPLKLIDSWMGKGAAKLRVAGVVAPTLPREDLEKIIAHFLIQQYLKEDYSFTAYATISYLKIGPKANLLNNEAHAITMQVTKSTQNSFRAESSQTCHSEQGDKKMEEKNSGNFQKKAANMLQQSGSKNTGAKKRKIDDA
#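 50 nM RECQ1T1 preincubated 15 min with compound in Tris pH 8.0 buffer with MgCl2, DTT, Tween-20 and 2.5 ug/ml poly(dI-dC); started with 200 nM TAMRA/BHQ-2 forked duplex and 2 mM ATP. Unwinding read as fluorescence (525/598 nm), two reads 2 h apart.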
# ALDH1A1 inh = blocks purified human ALDH1A1 activity | AID 1030 | Purified ALDH1A1, NADH fluorescence, propionaldehyde substrate | actives 7.3% (n = 220,000) | Potency, µM (top dose mostly 75.3 µM), inactives show top-dose activity, negative = inhibition, hits mostly inhibitors | P00352; active = well fitted inhibition curve with a large enough effect, not every such curve was filed as active; inconclusive = small, poorly fitted or top-dose-only effect, or another doubt; inactive = no such curve, though single readings can be large or run the other way;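 note: plate controls were no enzyme wells and a reference inhibitor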
# LMNA splice mod = LMNA splicing modulation. actives 0.01% (n = 200,000). HeLa LMNA splicing GFP/RFP minigene ratio, 48 h. Potency, µM (titrated, usually from 46.1 µM), for inactives: at the top dose ratio change, negative = inhibition, actives largely listed as inhibitors; active = well fitted inhibition curve with a large enough effect in the signal ratio, with a control signal flat, not every such curve was filed as active; inconclusive = small, poorly fitted or top-dose-only effect, or effect the other way, or a change in a side signal; the % refers to the signal ratio; note: % is set by controls: 0 for no effect and ±100 for the full control effect
#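 Read-out is the ratio of GFP to DsRed2 object intensity, acquired by 488 nm laser-scanning cytometry on HeLa lamin A-EGFP minigene reporter cells. Compound incubation 48 hrs at 37 °C in Opti-MEM with 2% FBS; DMSO 0.5% final.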
# TRb-SRC2 inh = disrupts binding of human TR beta to SRC2; P10828; TRbeta-SRC2 peptide binding, fluorescence polarization; receptor liganded with 1 µM T3; Potency, µM (series often up to 106 µM), for the others: at the top dose activity change, negative = inhibition, hits mostly inhibitors; actives 0.065% (n = 280,000); AID 1469;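 note: plate controls were bound peptide for no effect and peptide without receptor for full effect; nearly all actives have a fitted effect of over 50% in size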
#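 A fluorescence polarization screen tested compounds at multiple concentrations against complex formation between 0.6 uM TRb ligand-binding domain and 20 nM Texas Red SRC2 peptide, with 1 uM T3 present; readout after 5 hr.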
# RGS12 GoLoco inh = RGS12 GoLoco-Gai1 interaction inhibition. actives 0.44% (n = 230,000). Potency, µM (series often up to 61.6 µM), inactives show top-dose activity, negative = inhibition, usual class: inhibitors. Gai1:RGS12 GoLoco peptide FP, rhodamine, 10 min. P63096; active = well fitted inhibition curve with a large enough effect, not every such curve was filed as active; inactive = no such curve, though single readings can be large or run the other way; note: % is set by controls: 0 for no effect and ±100 for the full control effect; nearly all actives have a fitted effect of over 30% in size; many of its hits are not listed in these tables
# Target sequence (P63096 whole entry, looked up): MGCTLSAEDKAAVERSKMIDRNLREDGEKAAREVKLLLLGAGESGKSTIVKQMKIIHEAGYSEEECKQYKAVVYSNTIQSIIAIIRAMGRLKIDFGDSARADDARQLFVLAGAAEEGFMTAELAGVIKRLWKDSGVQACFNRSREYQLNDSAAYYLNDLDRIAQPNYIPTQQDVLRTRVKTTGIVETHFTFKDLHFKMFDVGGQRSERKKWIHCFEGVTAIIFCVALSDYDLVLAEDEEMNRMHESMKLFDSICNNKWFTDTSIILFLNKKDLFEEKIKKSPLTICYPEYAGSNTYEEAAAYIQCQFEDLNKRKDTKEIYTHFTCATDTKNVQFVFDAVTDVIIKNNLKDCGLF
# JMJD2E inh = blocks human JMJD2E demethylase activity; Potency, µM (series often up to 57.1 µM), inactives show top-dose activity change, negative = inhibition, hits mostly inhibitors; JMJD2E catalytic domain, FDH-coupled NADH fluorescence (FDH is formaldehyde dehydrogenase); actives 1.6% (n = 230,000); B2RXH2; active = well fitted inhibition curve with a large enough effect, not every such curve was filed as active; inconclusive = small, poorly fitted or top-dose-only effect, or another doubt; inactive = no such curve, though single readings can be large or run the other way;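 note: 0% = wells with enzyme and -100% = buffer wells without enzyme; nearly all actives have a fitted effect of over 50% in size; many of its hits are not listed in these tables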
# TexasRed fluor = Texas Red fluorescence interference in TRb-SRC2 counter-screen; TRb/SRC2 Texas Red total fluorescence interference; Potency, µM (titrated, usually from 106 µM), for inactives: at the highest dose fluorescence change, negative = quenching; AID 1479; actives 0.29% (n = 280,000); active = well fitted curve in either direction with a large enough effect; inconclusive = small, poorly fitted or top-dose-only effect; note: % is set by controls: 0 for no effect and ±100 for the full control effect
#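 Human TRb ligand-binding domain at 0.6 uM with 20 nM Texas Red SRC2 peptide in Tris buffer containing 1 uM T3 and 5% DMSO, incubated with compound 5 h at ambient temperature. Total fluorescence (555/632 nm) calculated as parallel + 2 × perpendicular.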
# * = called active by the depositor; i = inactive; ? = inconclusive; . = not tested or not shown; & = joins results of further samples; [ ] = dose if it differs, or a comment. Unless noted, calls come from the whole dose curve; as a rule, active = well fitted curve in the direction sought with a large enough effect; inconclusive = small, poorly fitted or top-dose-only effect, or another doubt; inactive = no such curve, though single readings can be large; an effect the other way counts as inactive or inconclusive. Potency is the fitted concentration of half-maximal effect. A portion of the library, so the mix of outcomes need not match the whole.
nr	SMILES	SMN2 splice up	RECQ1 inh	ALDH1A1 inh	LMNA splice mod	TRb-SRC2 inh	RGS12 GoLoco inh	JMJD2E inh	TexasRed fluor
1	O=c1c(-c2ccc(Cl)cc2)nc2cnc(N3CCNCC3)nc2n1Cc1cccs1	.	i	?	?	.	27.0%	.	.
2	Cc1cc(C)nc(SCNC(=O)c2ccc(F)cc2)n1	-9.4%	-12.4%	4.5%	?	-21.8%	1.7%	0.6%	0.0%
3	COc1nc(-c2ccncc2)nc2ccccc12	-6.4%	-7.1%	2.9%	1.7%	-1.8%	11.0%	2.4%	-6.0%
4	Cc1[nH]n(C)c(=O)c1C(=O)c1c(-c2ccccc2Cl)noc1C	.	-11.0%	2.2%	-4.7%[46 µM]	-2.1%	2.3%	-15.9%	-3.8%
5	COc1ccc2cc(C#N)c(SCC(=O)NNC(=O)Cc3ccccc3)nc2c1	0.9%	-3.4%	?	?	-1.2%	9.3%	?	-1.2%
6	CCOc1cc(/C=C2\N=C(SCC)SC2=O)cc([N+](=O)[O-])c1OC(C)=O	-19.1%	-18.9%	31.6µM*	-2.8%	-15.3%	41.8%[activator]	-8.5%	-11.7%
7	CCc1nnc2n1N=C(c1ccc(OC)cc1)CS2	?	i	2.9%	-14.2%	-8.2%	-1.3%	0.9%	-6.3%
8	CCCOc1ccc(/C=c2\sc3nc(-c4ccco4)nn3c2=O)cc1OCC	-4.2%	?	-4.7%	-7.4%	-13.9%	37.0%[activator]	-6.2%	2.3%
9	Cc1ccc(-n2c(O)c(C=Nc3cc(C)on3)c3ccccc3c2=O)c(C)c1	-7.0%	-9.0%	?	?	-11.4%	8.6%	?	1.0%
10	CCn1c(SCC(N)=O)nnc1-c1cc2c(C)nn(-c3ccccc3)c2s1	-6.6%	-5.3%	?	?	1.1%	-15.1%	-13.7%	-2.6%
11	CCCC(=O)n1nc(-c2ccc(OC)cc2)nc1N	22.0%	i	8.6%	2.8%	-7.9%	8.0%	1.4%	0.2%
12	O=C(NNC(=S)NC1CCCCC1)c1ccc(Cl)s1	12.6µM*	-8.5%	-7.6%	?	1.1%	10.4%	-0.9%	-4.2%
13	O=C1C2C(C(=O)N1/N=C/c1cc([N+](=O)[O-])c(O)cc1O)C1C=CC2C12CC2 (stereo not drawn)	-1.8%	?	-94.2%	.	-3.0%	-4.4%	-9.6%	-11.0%
14	CCCNC(=O)Cn1cnc2sc(C(=O)N3CCN(c4ccc(F)cc4)CC3)c(C)c2c1=O	-18.5%	-6.5%	5.5%	7.0%	-2.3%	5.9%	-1.8%	-1.7%
15	CC(C)Cn1c(SCc2nc3ccccc3c(=O)[nH]2)nc2ccccc2c1=O	-30.7%[inhibitor]	-0.7%	0.6%	16.4%	-6.8%	-0.4%	15.1%	0.4%
16	Cc1n[nH]c(=S)n(NC(=O)CC(=O)Nn2c(=S)[nH]nc(C)c2=O)c1=O	-3.2%	i	11.9%	-0.6%[46 µM]	4.7%	1.9%	13.2%	-4.4%
17	CS(=O)(=O)CCC(C(=O)OCC(=O)c1ccc(Cl)cc1)N1C(=O)c2ccccc2C1=O (stereo not drawn)	3.1%	-3.4%	0.6%	-2.5%	6.7%	-1.8%	-3.4%	-4.0%
18	O=C(OCCCN=C1NS(=O)(=O)c2ccccc21)c1ccc([N+](=O)[O-])cc1	.	-7.3%	10.2%	15.8%[46 µM]	-1.5%	-5.2%	7.8%	-1.1%
19	[N-]=[N+]=CC(=O)C(c1ccccc1)(c1ccccc1)c1ccccc1	.	-2.4%	.	.	-3.7%	4.0%	-1.7%	-2.9%
20	Cc1nnsc1C(=O)N/N=C/c1ccccc1Cl	.	1.3%	.	.	-8.3%	9.4%	2.4%	-2.2%
21	O=C1SCCc2c1n(Cc1ccccc1)c1ccccc21	16.8%	-1.8%	-0.8%	15.7%	-20.5%	1.6%	?	0.5%
22	C=CCn1c(O)c(C=Nc2ccc(Cc3ccncc3)cc2)c(=O)[nH]c1=S	-11.0%	-10.2%	5.8%	11.3%[0.0737 µM]	-0.4%	23.3%	-6.8%	0.5%
23	CN(C)C(=O)c1cc(Br)ccc1Cl	-15.3%	-9.8%	24.0%	10.0%	-11.5%	4.1%	-6.1%	-2.9%
24	O=C(c1cccs1)N1CCc2c([nH]c3ccccc23)C1c1ccccn1 (stereo not drawn)	.	i	-9.1%	.	-4.7%	5.4%	-6.8%	-1.7%
25	NC(=O)C1CCN(c2ncc(C(F)(F)F)cc2Cl)CC1	-0.7%	-0.8%	3.1%	8.8%[46 µM]	5.9%	6.9%	-1.1%	-0.5%
26	Cc1ccc(N2CCCn3c2nc2c3c(=O)n(CCN3CCOCC3)c(=O)n2C)cc1	-7.8%	16.9%	0.1%	1.6%	0.5%	-7.7%	0.2%	3.5%
27	CCCC(=O)OCC(=O)Nc1cc(Cl)ccc1[N+](=O)[O-]	17.9%	-5.6%	-0.7%	-11.7%[46 µM]	7.4%	2.3%	-2.2%	-0.3%
28	COc1ccc(NC(=O)CN2C(=O)c3ccccc3Sc3ccc(C(=O)N4CCOCC4)cc32)c(OC)c1	10.7%	-16.2%	-3.1%	?	-2.9%&2.5%	4.8%	-4.3%	-5.0%&-1.3%
29	Cc1ccn(-c2cccc(-n3ccc(C)n3)n2)n1	7.94µM*	7.4%	-9.0%	2.3%	3.1%	-5.9%	0.7%	-5.7%
30	O=C(CSc1nnc2n1CCCCC2)Nc1ccc(N2CCOCC2)cc1	.	-10.2%	.	.	4.2%	-8.0%	2.8%	-0.9%

# The listing continues.
nr	SMILES	SMN2 splice up	RECQ1 inh	ALDH1A1 inh	LMNA splice mod	TRb-SRC2 inh	RGS12 GoLoco inh	JMJD2E inh	TexasRed fluor
31	CN1C(=O)CC2(CC(=O)N(Cc3ccccc3)C2)C1=O (stereo not drawn)	-2.7%	4.1%	-8.2%	-10.7%	2.2%	-5.0%	-5.3%	0.6%
32	Cc1nnc(N2CCN(Cc3ccccc3)CC2)[nH]c1=O	.	-1.4%	12.8%	-8.5%	3.5%	-4.6%	4.2%	0.8%
33	Cc1cccc(NC(=O)c2ccc(COc3ccc(Cl)cc3Cl)o2)n1	10.2%	-11.6%	10.4%	?	-5.8%	-1.6%	17.4%	-1.5%
34	CCn1ncc(Br)c1C(=O)Nc1ccccc1OC	6.0%	i	14.9%	.	2.6%	4.1%	4.6%	-1.4%
35	Cc1ccc(NC(=O)N2CCC(NC(=O)c3ccccc3C)CC2)cc1	-10.0%	-14.2%	-4.6%	3.1%	-2.1%	-4.2%	5.8%	-7.0%
36	Cc1cccc(N2CCN(C(=O)c3cc(S(=O)(=O)N(C)C)ccc3N3CCCC3)CC2)c1C	-11.2%	-6.3%	?	?	0.8%	7.5%	-20.0%	1.6%
37	CC(=O)OC1CC[C@]2(C)C(CC(OC(C)=O)[C@]3(C)C2CC[C@@]2(C)C(c4ccoc4)OC(=O)C4O[C@]432)C1(C)C (stereo partly drawn)	-14.9%	i	-4.7%	.	0.9%	2.1%	-6.1%	-2.8%
38	Cc1ccc(C(=O)N2CCN(S(=O)(=O)c3ccccc3)CC2)cc1	-6.5%	i	-6.0%	?	6.9%	14.4%	2.0%	-1.7%
39	CC(C)(C)NC(=O)[C@H]1CN(Cc2cccnc2)CCN1C[C@@H](O)C[C@@H](Cc1ccccc1)C(=O)N[C@H]1c2ccccc2C[C@H]1O	.	-17.7%	19.8%	?	4.9%	11.8%	.	-2.7%
40	COc1cccc(C2CC(C(F)(F)F)n3nc(C(=O)Nc4c(C)n(C)n(-c5ccccc5)c4=O)cc3N2)c1 (stereo not drawn)	13.6%	i	-1.7%	9.2%[46 µM]	-8.2%	-0.4%	-19.1%	-3.4%
41	Cc1ccnc(SCc2cc(=O)c(OC(=O)c3ccccc3)co2)n1	-15.3%	-3.3%	-4.8%	5.2%[9.22 µM]	-4.2%	7.7%	-1.6%	-0.7%
42	Cc1ccc(CNC(=O)COC(=O)c2ccc(Cl)c(N)c2)cc1	15.0%	0.5%	0.6%	1.5%	4.6%	-0.2%	2.7%	9.2%
43	COC(=O)c1sc(C(C)(C)C)cc1CS(=O)(=O)c1ccccn1	.	-6.6%	.	.	4.7%	-2.6%	3.7%	-2.4%
44	c1cc2c(cc1Oc1nc(N3CCOCC3)nc(N3CCOCC3)n1)OCO2	23.3%	i	-1.1%	9.0%	-11.9%	1.2%	-4.0%	1.0%
45	Cc1nc2ccccc2n1C(=O)N1CCOCC1	-2.1%	-2.4%	8.3%	-0.1%	5.9%	0.7%	10.7%	-5.5%
46	NC(=O)c1ccc[n+](CC(=O)c2ccc(Br)cc2)c1	-12.5%	-6.1%	9.0%	-7.0%[9.22 µM]	5.6%	-1.4%	-22.7%	-3.2%
47	O=C(Nc1ccccc1)c1ccc(-c2ccccc2C(F)(F)F)o1	15.6%	-13.4%	?	?	7.4%	11.4%	-3.1%	0.5%
48	CCOC(=O)COc1cc(O)c2c(=O)cc(-c3ccccc3)oc2c1	.	-4.9%	-2.0%	.	-0.1%	6.9%	-17.6%	1.0%
49	C[C@]1(C(=O)O)C=C[C@@H](Cc2ccccc2)N1C(=O)c1ccccc1	6.3%	-2.5%	11.4%	-2.5%	3.2%	5.9%	-2.5%	-2.2%
50	CC(=NC1CCCCC1)C1=C(O)c2ccccc2C1=O	15.8µM*	-6.5%	?	-3.2%	-3.3%	6.8%	-8.6%	0.1%
51	Cc1onc(-c2ccccc2)c1C(=O)Nc1c(C)n(C)n(-c2ccccc2)c1=O	11.3%	i	15.0%	-0.9%	2.8%	-5.3%	-6.7%	-2.0%
52	COc1ccc(CSc2nnnn2Cc2ccccc2)cc1OC	-9.2%	-13.8%	?	-7.3%	1.1%	-14.9%	7.0%	-1.6%
53	CSc1nc(O)c(Nc2cccc(Cl)c2)c(=O)[nH]1	.	i	.	.	-2.2%	-0.9%	2.6%	2.6%
